# HTR5A ag ctr – HTR5A agonism, opioid heterodimer counter-screen; P47898; activation, % at 9.3 µM; 340,000 compounds, 0.61% hits; HTR5A agonist assay, luminescence, cell-based; in the data active = activation mostly above about 9.5%, no sharp cut-off; inactive = mostly below about 7.6%;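 also: 0% = cells with vehicle only and 100% = reference agonist; strong numbers were not always called active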
# Pemphigus Ab inh – inhibitors of pemphigus antibody binding to human desmoglein-3. P32926. DSG3-coupled beads, scFv-anti-DSG3-GFP binding, flow cytometry; hits give low values. binding (percent of control), % at 10 µM. 310,000 compounds, 0.48% hits. AID 588358;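 active = binding more than 3 SD below its plate's average and above zero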;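 also: hits lower antibody fragment binding to DSG3; some compounds called inactive have numbers as strong as hits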
# PfHsp90 set2 – inhibits growth of yeast expressing Plasmodium falciparum Hsp90 | S. cerevisiae expressing PfHsp90, BacTiter-Glo ATP, 48 h; yeast lacking PDR1 and PDR3 efflux regulators | inhibition, % at 9.4 µM | 310,000 compounds, 0.32% hits;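 active = every replicate shows inhibition above about 80%, whatever the replicate mean, limit read from the data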;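 also: 0% = DMSO neutral controls and 100% = 20 µM radicicol positive controls; yeast relying on Plasmodium falciparum Hsp90 in place of its own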
# AddAB inh – less growth of phage-infected E. coli with AddAB; inhibition, % at 11.9 µM; 330,000 compounds, 0.29% hits; E. coli expressing H. pylori AddAB, absorbance growth; in the data active = inhibition above about 12%;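 also: 0% = vehicle wells of infected cells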
# MOR-DOR ag – OPRM1-OPRD1 heterodimerization agonism; activation, % at 9.3 µM; cells, luminescence; 340,000 compounds, 0.3% hits; in the data active = activation above about 18%;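 also: 0% = vehicle-treated cells and 100% = reference agonist; values of inactives mirror those of a sister screen read the other way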
# Target sequence (P35372 whole entry, looked up): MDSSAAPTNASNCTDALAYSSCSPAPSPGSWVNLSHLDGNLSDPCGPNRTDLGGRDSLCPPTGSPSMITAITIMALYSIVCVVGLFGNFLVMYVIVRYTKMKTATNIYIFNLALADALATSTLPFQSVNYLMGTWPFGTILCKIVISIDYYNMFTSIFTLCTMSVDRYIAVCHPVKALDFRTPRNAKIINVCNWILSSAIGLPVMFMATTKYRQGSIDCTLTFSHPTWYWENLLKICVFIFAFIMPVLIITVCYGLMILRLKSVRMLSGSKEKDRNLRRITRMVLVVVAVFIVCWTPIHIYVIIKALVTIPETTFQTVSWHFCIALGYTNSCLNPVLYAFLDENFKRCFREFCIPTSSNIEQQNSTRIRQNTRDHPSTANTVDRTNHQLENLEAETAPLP
# Target sequence (P41143 whole entry, looked up): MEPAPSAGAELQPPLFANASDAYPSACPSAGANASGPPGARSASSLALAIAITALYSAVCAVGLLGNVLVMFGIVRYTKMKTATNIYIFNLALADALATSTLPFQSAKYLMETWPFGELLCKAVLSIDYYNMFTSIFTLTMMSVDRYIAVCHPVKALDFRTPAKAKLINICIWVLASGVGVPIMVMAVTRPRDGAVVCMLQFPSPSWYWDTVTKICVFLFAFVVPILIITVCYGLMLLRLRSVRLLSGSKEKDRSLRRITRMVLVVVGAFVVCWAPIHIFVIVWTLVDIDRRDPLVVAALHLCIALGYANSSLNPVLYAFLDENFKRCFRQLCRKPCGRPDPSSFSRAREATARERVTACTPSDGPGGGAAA
# HTR5A inv ctr – inverse agonist of human HTR5A in OPRM1-OPRD1 counter-screen; 340,000 compounds, 0.083% hits; inhibition, % at 9.3 µM; HTR5A cell line, luminescence, inverse agonism; P47898; in the data active = inhibition mostly above about 23%, no sharp cut-off; inactive = mostly below about 18%;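 also: 0% = cells with DMSO and 100% = no-cell wells with DMSO; some compounds called inactive have numbers as strong as hits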
# MOR-DOR inv ag – inverse agonist of human OPRM1-OPRD1 heterodimerization. 340,000 compounds, 0.21% hits. P35372+P41143. inhibition, % at 9.3 µM. AID 504357. cell-based MOR-DOR heterodimer luminescence, inverse agonism; in the data active = inhibition above about 22%, passing the limit was not always enough;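 also: 0% = cells with DMSO and 100% = wells without cells with DMSO; values of inactives mirror those of a sister screen read the other way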
# PKA-R1A activ – PKA-R1A complex activation | PKA-R1A dissociation, Cy5-IP20 fluorescence polarization; scaled: DMSO 0%, 113 µM cGMP 100% | P00514+P68181 | 340,000 compounds, 0.083% hits | activation, % at 11.4 µM;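 active = percent activation above the mean of all tested compounds plus 3 SD, cut at about 19% in these data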;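 also: higher means more PKAc released from R1A so a rise in polarization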
# Ecoli viability – counter-screen for AddAB inhibitors: E. coli growth inhibition | E. coli V3065 growth, OD600 absorbance, 18 h | inhibition, % at 11.9 µM | 330,000 compounds, 0.27% hits | AID 449728;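 active = inhibition above the campaign's mean inhibition across all tested compounds plus 3 SD, cut at about 9.9% in these data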;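 also: uninfected addAB+ strain grown without phage in ampicillin broth; 0% = DMSO wells and 100% = ciprofloxacin 0.95 µg/ml wells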
# phage Ecoli inh – E. coli growth loss with phage present; growth absorbance; inhibition, % at 11.9 µM; 360,000 compounds, 0.26% hits; in the data active = inhibition above about 11%
# Mot1-301 SUMO – SUMOylation pathway inhibition by Mot1-301 growth rescue | 320,000 compounds, 1% hits | S. cerevisiae Mot1-301 growth rescue, ATP luminescence, 38.5C; percent above DMSO median, 100 means doubled | growth rescue, % at 18.8 µM;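 active = every valid replicate shows activation above 250% relative to neutral control wells; inactive = the rest, any valid replicate at or below 250%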;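 also: OY570 slx delta 5 strain wells were the positive control but not used for scaling; some compounds called inactive have numbers as strong as hits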
# * marks the source's active call; other numbers are inactive results; . = not tested or not shown. Outcome played no part in choosing rows (roughly 3.2% active in at least one column).
SMILES,HTR5A ag ctr,Pemphigus Ab inh,PfHsp90 set2,AddAB inh,MOR-DOR ag,HTR5A inv ctr,MOR-DOR inv ag,PKA-R1A activ,Ecoli viability,phage Ecoli inh,Mot1-301 SUMO
O=C(CN1C(=O)NC2(CCCCC2)C1=O)Nc1ccccc1N1CCCC1,0,103,9,4.1,-1.4,0,9,-2,3.7,1.2,-15
Cc1ccc(NC(=O)c2ncn(CC(=O)NCc3ccc4c(c3)OCO4)n2)cc1C,-1,107,3,3.8,-3.5,5,17,-8,4.6,2.7,.
CCCCn1c(=O)c(CCC(=O)OCC(=O)NCc2ccc(OC)c(OC)c2)nc2ccccc21,2,98,-22,1.7,-2.3,22,12,-9,0.4,4.6,.
Cc1[nH]c2ccccc2c1C(=O)COc1ccccc1F,0,116,-2,4.5,-1.2,-1,6,-2,3.5,5.4,-10
COc1cccc(C2C(C#N)=C(N)N(N(C)C)C3=C2C(=O)CC(C)(C)C3)c1OC (configuration not stated),0,103,-70,1.2,-0.7,1,3,-4,0.8,1.0,8
CCOC(=O)Cc1csc(NC(=O)/C=C/c2ccc(Cl)cc2)n1,5,95,-7,2.2,3.6,-14,-18,9,0.9,3.2,5
COc1cc(C(C#N)N2CCOCC2)ccc1O (configuration not stated),0,98,.,3.4,1.0,5,-5,-4,-0.7,-0.6,312
Cc1cc(NC(=O)CN2CCCCC2)no1,3,94,6,1.8,-3.0,-9,17,-5,2.0,3.0,-12
CC1CCN(C(=O)CN(c2ccc(Oc3ccccc3)cc2)S(C)(=O)=O)CC1,-4,102,9,-1.0,-0.1,8,0,1,-1.2,0.8,2
CCOC(=O)c1cc(NC(=O)NCc2ccco2)c(C)nc1C,-1,108,-2,1.0,-1.5,-9,9,5,4.0,2.1,-9
Cc1cccc(C)c1OCc1cc(C(=O)N2CCN(c3ccccc3)CC2C)no1 (configuration not stated),1,.,18,-1.5,5.3,-2,-29,-5,-0.9,-1.8,13
CC1(C)CC(=O)C=C(Nc2cccc(Cl)c2Cl)C1,-2,112,-15,6.8,-2.4,-3,12,-7,2.6,4.2,0
O=C(NC1CC2CCC1C2)c1ccc(CN2CCOCC2)cc1 (configuration not stated),-2,95,-15,3.0,-0.6,7,4,3,1.8,0.5,.
COc1ccc(-c2cc(C)nc3nc(N)nn23)cc1,4,86,-10,4.6,-2.2,-29,13,6,1.0,1.4,-3
COc1ccc(OCc2cc(C(=O)NCc3nc(C)cs3)no2)c(Cl)c1,4,105,-18,4.3,-1.9,1,11,1,2.6,3.1,-3
Cc1ccc(S(=O)(=O)N(C)c2ccc3c(ncn3C)c2[N+](=O)[O-])cc1,3,97,-11,4.2,-5.7,5,26,-10,-0.1,-0.5,176
Nc1nc(Nc2ccccc2)nc(N2CCOCC2)c1[N+](=O)[O-],-3,129,-12,3.1,-0.9,-10,5,-5,2.0,1.0,6
CCOc1ccc(Nc2n[nH]c(=S)s2)cc1,4,.,-20,2.4,3.4,2,-18,1,0.6,3.2,-3
CC(Sc1nnc(C2CC2)n1C)C(=O)Nc1ccc2c(c1)CCC2 (configuration not stated),-4,108,-16,1.7,-2.8,-12,11,-13,-1.1,3.3,-6
COC(=O)c1cc(NS(=O)(=O)c2ccc(NCc3cccnc3)c(N)c2)cc(C(=O)OC)c1,1,101,2,4.0,0.5,-16,-2,-1,-0.9,3.8,14
COc1ccc2cc3cc(C(=O)Nc4ccccc4N4CCN(C)CC4)oc3nc2c1,-1,110,8,1.4,1.1,21,-5,-15,-1.9,2.2,95
CCN(CC)CCNC(=O)C1c2cc(OC)c(OC)cc2C(=O)N2CCc3ccccc3C12 (configuration not stated),5,98,-19,2.7,-0.8,-33,4,-10,0.9,2.4,-8
O=C(NC1CCCCC1)c1ccc(-n2cncn2)c([N+](=O)[O-])c1,2,95,.,-0.4,-0.5,-8,2,-7,-1.1,1.3,5
CC(=C/c1ccco1)/C=N/N1CCN(c2ccccc2)CC1,7,110,22,2.8,2.5,-23,-12,-7,-2.7,-0.1,-10
COc1cc2c(cc1N/C=C(\C#N)c1nc(-c3ccc(F)cc3)cs1)oc1ccccc12,-3,94,4,2.2,-2.1,-12,11,1,-2.9,1.7,-13
Cc1cccc(OCC(=O)Nc2ccc3c(c2)OCO3)c1C,7,98,-7,1.1,-0.8,-12,4,-8,2.6,4.6,-17
CN(Cc1cccs1)C(=O)CNC(=O)c1ccco1,1,101,-8,-0.3,-4.0,6,22,5,-0.8,-0.4,2
COc1cccc(C(c2nnnn2CCc2ccccc2)N2CCN(c3ccccc3)CC2)c1OC (configuration not stated),-1,102,14,3.3,-0.2,-16,1,-2,1.4,0.9,58
COc1ccccc1-c1nnc(SCC(=O)Nc2c(Cl)cccc2Cl)o1,6,96,-19,1.4,-3.3,16,17,-1,-0.5,1.8,8
C=C(C)CNC(=S)NNC(=O)c1ccco1,4,101,13,1.1,-1.5,-9,8,-6,0.1,1.2,-6
CC1=C(C(=O)OC(C)C)C(c2ccc(Br)s2)NC(=O)N1 (configuration not stated),-2,101,4,0.2,0.0,1,0,-11,-2.0,1.7,7
NC(=O)COC(=O)c1cc(Cl)cc(Cl)c1N,4,96,-22,1.7,-0.5,-11,3,0,0.0,2.3,-10
Cc1cccc(Nc2nc(N)nc(CN3CCC(C(N)=O)CC3)n2)c1C,10,100,23,-1.6,-1.4,-24,8,-3,1.3,0.5,-7
COc1ccc(C(=O)CN2CCN(c3ccc(F)cc3)CC2)cc1,-7,93,20,3.5,-3.3,5,16,5,-1.2,2.5,10
O=C(NCCCn1ccnc1)/C(=C\c1cccs1)NC(=O)c1cccs1,7,102,-6,5.4,-0.3,-1,2,-4,4.8,4.7,-3
c1ccc(COn2nnc3ccccc32)c(COn2nnc3ccccc32)c1,1,119,-28,1.6,-3.1,-5,14,-9,-0.8,4.1,4
N#CCCN(CCC#N)S(=O)(=O)c1ccc(C(=O)Nc2nnc(C3=COCCO3)o2)cc1,1,83,1,1.9,-2.1,-2,14,-6,0.9,4.0,-2
c1ccc2[nH]c(CSc3nccs3)nc2c1,-1,97,-3,1.1,-3.2,-1,16,-3,3.8,-0.2,371*
O=C(NCC(=O)N(c1cccc(F)c1)C(C(=O)NC1CCCC1)c1ccncc1)c1ccco1 (configuration not stated),-6,104,62,2.2,-1.5,-7,9,-9,-3.0,3.4,5
COc1ccc(Nc2cc(C(=O)NCCCN3CCN(C)CC3)c3ccccc3n2)cc1,0,102,-11,2.4,-1.3,-17,7,7,-0.8,1.1,-1

# Shown field by field: entries from further up.
> O=C(NC1CCCCC1)c1ccc(-n2cncn2)c([N+](=O)[O-])c1
  HTR5A ag ctr: 2
  Pemphigus Ab inh: 95
  PfHsp90 set2: .
  AddAB inh: -0.4
  MOR-DOR ag: -0.5
  HTR5A inv ctr: -8
  MOR-DOR inv ag: 2
  PKA-R1A activ: -7
  Ecoli viability: -1.1
  phage Ecoli inh: 1.3
  Mot1-301 SUMO: 5
> CC(=C/c1ccco1)/C=N/N1CCN(c2ccccc2)CC1
  HTR5A ag ctr: 7
  Pemphigus Ab inh: 110
  PfHsp90 set2: 22
  AddAB inh: 2.8
  MOR-DOR ag: 2.5
  HTR5A inv ctr: -23
  MOR-DOR inv ag: -12
  PKA-R1A activ: -7
  Ecoli viability: -2.7
  phage Ecoli inh: -0.1
  Mot1-301 SUMO: -10

# Ordered by value in MOR-DOR inv ag (ascending): some entries from above
SMILES,MOR-DOR inv ag
CCOC(=O)Cc1csc(NC(=O)/C=C/c2ccc(Cl)cc2)n1,-18
CC(=C/c1ccco1)/C=N/N1CCN(c2ccccc2)CC1,-12
CC1CCN(C(=O)CN(c2ccc(Oc3ccccc3)cc2)S(C)(=O)=O)CC1,0
NC(=O)COC(=O)c1cc(Cl)cc(Cl)c1N,3
O=C(NC1CC2CCC1C2)c1ccc(CN2CCOCC2)cc1 (configuration not stated),4
Cc1cccc(Nc2nc(N)nc(CN3CCC(C(N)=O)CC3)n2)c1C,8

# Next part.
SMILES,HTR5A ag ctr,Pemphigus Ab inh,PfHsp90 set2,AddAB inh,MOR-DOR ag,HTR5A inv ctr,MOR-DOR inv ag,PKA-R1A activ,Ecoli viability,phage Ecoli inh,Mot1-301 SUMO
COC(=O)c1oc2ccccc2c1NC(=O)CN1CCCC1,-10,96,17,1.8,1.8,25,-11,3,-1.4,-0.1,-4
N#CC1(c2ccccc2)CCCN1C(=O)c1ccc(Br)cc1 (configuration not stated),5,97,-17,0.4,-3.3,-17,17,-3,1.1,3.5,12
Cc1oc(-c2ccc(Cl)cc2)nc1CS(=O)CC(=O)NC1CC1 (configuration not stated),2,100,16,-0.2,-2.7,-1,14,-1,-2.5,-1.4,-1
CCOC(=O)c1sc2nc(C)nc(NCc3ccc(Cl)cc3)c2c1C,1,96,10,-1.7,1.9,-3,-9,-5,-0.9,-1.4,-3
Cc1ccc(S(=O)(=O)N2Cc3ccccc3CC2C(=O)Nn2cnnc2)cc1 (configuration not stated),-3,124,5,0.8,-2.6,8,12,1,-3.2,0.9,-3
COc1ccc(Nc2nc(-c3ccccc3F)nc3ccccc23)cc1OC,1,101,-16,1.3,-1.2,-5,6,2,-2.5,2.2,-34
Cc1cnc(NC(=O)CSc2nnc(-c3ccccc3)o2)s1,-4,99,.,-2.7,-1.8,32,9,-13,0.2,0.3,13
CC(C)(C)NC(=O)C(=O)NNC(=O)c1cccc(F)c1,4,108,0,-1.7,0.6,-10,-3,1,-1.4,-0.5,.
O=C(Nc1ccc(F)cc1)N1CCCN(c2nccc(C(F)(F)F)n2)CC1,-4,.,27,2.8,-1.1,-3,5,-3,-1.1,1.9,-12
COc1ccc(CN2CC[C@H]3C=CC[C@@H](C(=O)N4CCOCC4)[C@H]3C2=O)cc1OC,3,105,.,1.8,-1.4,5,8,-7,-1.0,3.8,-16
COc1ccc(C=O)cc1CSc1nnc(COc2cccc3cccnc23)o1,5,104,15,3.4,-0.7,11,3,-1,-1.0,2.4,12
O=C1C=C(Nc2ccc(Cl)cc2)CC(c2ccco2)C1 (configuration not stated),2,108,-6,1.4,-2.2,-4,12,-4,-0.1,2.4,.
O=C(NCC1OCCc2ccccc21)c1ccc(NC(=O)c2ccc(Cl)cc2Cl)cc1 (configuration not stated),0,85,-27,0.8,-1.1,30,6,-6,-1.0,3.1,-4
COc1ccc2nc(CNC(=O)C3CCC(=O)N(CCc4ccccc4)C3)[nH]c2c1 (configuration not stated),0,.,2,3.0,-3.6,6,19,9,-1.9,-0.2,-23
